# Giardia kill: Giardia lamblia killing; AID 540267; Giardia lamblia trophozoite viability; hit rate 0.15% among 340,000; activity change, % at 7.66 µM, hits read low; in the data active means activity change below about -80%; inconclusive means between about -30% and that limit;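 further: parasites exposed to compound for two days anaerobically before the ATP read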
#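 Luminescence from cellular ATP indicates surviving trophozoites (100 cells/well) following 48 hrs anaerobic compound treatment at 37 deg C; signal develops 15-30 min at room temperature.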
# B2AR arrestin: agonists driving beta-arrestin recruitment to human beta2-adrenergic receptor; beta-arrestin recruitment to beta2AR, cell-based reporter; Potency, µM (doses to about 46.1 µM), without a hit: at the highest dose activation, hits mostly activators; hit rate 0.02% among 330,000; P07550;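 further: potency means the concentration at half of the fitted maximal effect; 0% = DMSO controls and full agonism = EC100 isoproterenol or metaproterenol; nearly all actives have a fitted effect of over 65% in size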
# Target sequence (P07550 whole entry, looked up): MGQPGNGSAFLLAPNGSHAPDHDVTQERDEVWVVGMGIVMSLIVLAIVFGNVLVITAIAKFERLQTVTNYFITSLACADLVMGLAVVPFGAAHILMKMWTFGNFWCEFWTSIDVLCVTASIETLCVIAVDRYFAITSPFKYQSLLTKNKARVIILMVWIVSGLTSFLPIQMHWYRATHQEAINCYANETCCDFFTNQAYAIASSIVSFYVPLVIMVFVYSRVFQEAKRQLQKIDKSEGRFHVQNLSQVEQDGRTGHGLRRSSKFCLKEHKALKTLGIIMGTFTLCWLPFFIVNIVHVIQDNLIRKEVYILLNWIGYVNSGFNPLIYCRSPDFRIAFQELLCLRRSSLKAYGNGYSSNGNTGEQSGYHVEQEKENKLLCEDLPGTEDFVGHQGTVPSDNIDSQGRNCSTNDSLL
# KCNH2 3.1 block: inhibitors of human KCNH2 3.1 potassium channel isoform. activity change, % (tested at about 1.8 µM). U2OS KCNH2 3.1, thallium flux FluxOr; active compounds read low. AID 720553. hit rate 0.95% among 340,000;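 active means maximum activity change below -70%; inconclusive means maximum activity change from -70% to -50%; inactive means maximum activity change above -50%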;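 further: thallium influx rate constant from kinetic fluorescence after stimulation buffer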
#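 U2OS cells transduced with KCNH2 3.1 mutant virus (1.77 x 10^8 /mL, 4 h), plated overnight at 37 C, loaded 45 min with FluxOr dye plus Red40 quencher. Thallium flux rate constant from kinetic reads after stimulation buffer, normalised to controls.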
# USP2a inh: inhibitors of human ubiquitin-specific protease USP2a. USP2 core, Ub-CHOP2 coupled fluorogenic reporter, 485/531. Potency, µM (highest dose often 38.3 µM), for the others: top-dose activity change, negative = inhibition, usual class: inhibitors. hit rate 0.01% among 330,000. AID 463254;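 further: potency means the concentration at half of the fitted maximal effect; plate controls were DMSO wells for no effect and full inhibition by NEM control for full effect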
#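 USP2 core (10nM final) preincubated 30min RT with compound in 20mM Tris-HCl pH 8.0, 2mM CaCl2, 2mM beta-mercaptoethanol, 0.05% CHAPS; 25nM Ub-CHOP2 plus 25nM reporter substrate added, fluorescence (Ex485/Em531) read after 60min.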
# GALK inhibitor: galactokinase (human) inhibition; Purified GALK, Kinase-Glo residual ATP luminescence; Potency, µM (top dose mostly 57.5 µM), for inactives: at the top dose activity change, negative = inhibition, most hits filed as inhibitors; hit rate 0.007% among 270,000; further: potency means the concentration at half of the fitted maximal effect
#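 ATP-depletion format; final 35 uM ATP, 100 uM D-galactose, 5 nM enzyme; pH 8.0 HEPES/Mg2+ buffer; 60 min RT; luminescence read 10 min after detection reagent.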
# Eya2 phos inh: inhibitors of human Eya2 phosphatase activity. Potency, µM (highest dose often 76.9 µM), for the others: at the top dose activity, negative = inhibition, actives largely listed as inhibitors. recombinant Eya2, OMFP fluorescence dephosphorylation (OMFP is methylfluorescein phosphate). hit rate 0.006% among 330,000. O00167; further: potency means the concentration at half of the fitted maximal effect
#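 Eya2 protein (added as 0.2 uM solution) was preincubated with compound for 10 min at ambient temperature in 50 mM HEPES pH 7.5, 50 mM NaCl, 5 uM MgCl2, 0.05% BSA, 1 mM DTT. OMFP (added at 50 uM) then reacted 10 min; fluorescence read at 485/525 nm.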
# PKM2 act: activators of human pyruvate kinase M2; P14618; purified PKM2, Kinase-Glo ATP luminescence, activation; response scale: 0% is enzyme alone, no compound; Potency, µM (highest dose often 57.5 µM), for inactives: top-dose activation, actives largely listed as activators; hit rate 0.34% among 260,000; AID 1631; further: potency means the concentration at half of the fitted maximal effect; nearly all actives have a fitted effect of over 55% in size
# Target sequence (P14618 whole entry, looked up): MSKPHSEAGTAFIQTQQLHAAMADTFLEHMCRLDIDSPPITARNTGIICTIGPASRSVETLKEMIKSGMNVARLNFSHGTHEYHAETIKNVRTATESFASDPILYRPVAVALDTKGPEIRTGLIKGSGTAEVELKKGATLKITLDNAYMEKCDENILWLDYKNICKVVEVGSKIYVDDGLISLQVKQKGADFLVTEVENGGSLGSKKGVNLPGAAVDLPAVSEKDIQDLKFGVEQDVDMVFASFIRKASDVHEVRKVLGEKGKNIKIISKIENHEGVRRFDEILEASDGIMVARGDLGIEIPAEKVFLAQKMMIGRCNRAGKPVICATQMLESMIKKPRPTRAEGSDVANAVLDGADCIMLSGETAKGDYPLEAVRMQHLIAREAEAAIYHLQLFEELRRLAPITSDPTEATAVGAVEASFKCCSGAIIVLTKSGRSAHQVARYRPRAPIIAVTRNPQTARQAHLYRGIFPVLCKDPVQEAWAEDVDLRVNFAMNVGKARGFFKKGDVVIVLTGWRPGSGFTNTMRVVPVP
#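 ATP formation by purified human PK-M2, quantified via coupled luciferase luminescence after 1 h at room temperature with 0.1 mM ADP and 0.5 mM PEP final.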
# Chronic BCR inh: blocks chronic active B-cell receptor signaling; ABC-DLBCL IkBa-CBG/CBR reporter, luminescence ratio, 4 h; Potency, µM (series often up to 46.1 µM), without a hit: at the highest dose ratio change, negative = lower green/red ratio, actives largely listed as inhibitors; hit rate 0.05% among 340,000; AID 493014; active means well fitted inhibition curve with a large enough effect in the signal ratio, with a control signal flat, not every such curve was filed as active; inconclusive means small, poorly fitted or top-dose-only effect, or effect the other way, or a change in a side signal; the % refers to the signal ratio;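 further: potency means the concentration at half of the fitted maximal effect; plate controls were basal doxycycline-induced cells for no effect and cells given 10 µM MG132 for full effect; MG132 reads +100%, hits lower the ratio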
#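 Concentration-response series (up to 46 uM) were applied to TMD8 dual-reporter cells for 4 h at 37C with doxycycline. Green/red ratio, after filter-overlap correction, defined %Activity; red signal alone was normalised to basal cells and zero luminescence.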
# Coupling enz: coupling enzyme interference in Giardia aldolase counter-screen. activity change, negative = inhibition, % at 58.2 µM, hits read low. AID 2472. hit rate 0.67% among 290,000. coupling enzyme system counterscreen, AmpLite Red fluorescence; in the data active means activity change below about -30%
#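 Compounds tested against the coupling enzymes alone at 57.5 uM final; readout was AmpLite Red fluorescence (525/598 nm) after 20 min at RT.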
# uPA surface inh: inhibitors of cell surface uPA generation | Potency, µM (series often up to 38.3 µM), for inactives: top-dose activity change, negative = inhibition, most hits filed as inhibitors | cell surface uPA generation assay, qHTS | hit rate 0.31% among 330,000; active means well fitted inhibition curve with a large enough effect; inconclusive means small, poorly fitted or top-dose-only effect; inactive means no such curve, though single readings can be large or run the other way; tested in mouse RAW 264.7 cells; further: potency means the concentration at half of the fitted maximal effect; nearly all actives have a fitted effect of over 55% in size
# KCNH2 WT inh: inhibitors of human wildtype KCNH2 potassium channel | Q12809 | U2OS, BacMam KCNH2, thallium flux FluxOr; active compounds read low | activity change, % at 1.84 µM | hit rate 0.37% among 340,000;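 active means maximum activity change below -70%; inconclusive means maximum activity change between -70% and -50%; inactive means maximum activity change above -50%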
#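 U2OS cells were transduced with wild-type KCNH2 virus (2.03 x 10^8 / mL) for 4 h at room temperature, then cultured overnight at 37 C. Thallium flux was read with FluxOr dye. Rate constants were normalized to DMSO controls.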
# * = called active by the depositor; ? = inconclusive; . = not tested or not shown; [ ] = remark or other dose. Unless noted, the call rests on the fitted dose curve; in most records, active means well fitted curve in the direction sought with a large enough effect; inconclusive means small, poorly fitted or top-dose-only effect, or another doubt; inactive means no such curve, though single readings can be large; an effect the other way counts as inactive or inconclusive. Unless noted, on the % scale 0 is the no-effect control and ±100 the full control effect.
# Fields: Giardia kill	B2AR arrestin	KCNH2 3.1 block	USP2a inh	GALK inhibitor	Eya2 phos inh	PKM2 act	Chronic BCR inh	Coupling enz	uPA surface inh	KCNH2 WT inh
O=C(O)Cc1csc(NC(=O)c2ccco2)n1
 : 3.7	0.1%	9.7	-1.1%	-3.0%	-1.8%	-2.4%	?	2.7	-2.3%	0.0
CCn1cc(C(=O)NCCc2ccccc2)c(=O)c2cc(S(=O)(=O)N3CCCC3)ccc21
 : 0.8	0.0%	?	-0.2%	-1.0%	7.5%	5.2%	12.1%	-4.0	0.2%	-2.0
COc1cccc2nc3cc(C)c(C)cc3nc12
 : -23.3	-0.6%	3.2	3.7%	-2.3%	-16.4%	-74.7%	?	-38.9*	3.16µM*	-18.3
COc1cccc(C2=NN(C(=O)c3ccco3)C(O)(C(F)(F)F)C2)c1 (configuration not stated)
 : -18.7	0.3%	-9.7	-1.8%	-1.0%	-16.7%	0.3%	?	-3.4	-6.2%	3.5
CN(Cc1ccccc1)/C(=N/O)c1cccc(Cl)c1
 : 6.9	0.1%	9.2	2.0%	-1.6%	-4.9%	.	?	0.6	-17.6%	-6.2
CC(C)OCCCNC(=O)C1CC(=O)N(CCc2ccccc2)C1 (configuration not stated)
 : 12.0	0.0%	24.2	0.1%	4.5%	-4.5%	.	5.0%	0.7	6.0%	-0.1
O=C(CSc1ccc(Cl)cc1)Nc1cccc(-c2nc3ncccc3o2)c1
 : -4.7	0.3%	6.6	2.0%	1.0%	12.4%	-5.0%	-0.8%	2.4	0.0%	-11.0
CCOc1ccc(/C=C/C(=O)OCC(=O)Nc2cccc(S(=O)(=O)N3CCCC3)c2)cc1
 : -7.0	-0.9%	-43.1	-1.8%	.	-2.6%	.	-3.6%	.	-19.5%	6.8
Nc1c(-c2ccc(Cl)cc2)nnn1-c1ccccc1
 : -6.7	-0.7%	-20.1	0.1%	-0.4%	13.2%	1.2%	?	-7.6	-16.0%	25.7
COC(=O)CC1C(=O)NCCN1C(=O)c1ccc(S(=O)(=O)N2CCOCC2)cc1 (configuration not stated)
 : -6.6	-0.8%	12.0	0.1%	8.6%	5.1%	-0.6%	-0.5%	1.1	5.0%	4.1
O=C(CNC(=S)NC(=O)c1ccc(F)cc1)c1ccccc1
 : -27.5	-0.9%	-12.7	1.8%	3.9%	-2.6%	0.5%	3.3%	-0.1	4.5%	-2.4
CCOC(=O)c1ccc(-n2c(CN3CCC(O)CC3)nc3ccc([N+](=O)[O-])cc3c2=O)cc1
 : -6.1	0.2%	5.6	-1.2%	3.6%	8.6%	24.3%	7.2%	-2.3	6.8%	3.2
COc1cccc(CNc2ccc(C(=O)O)cc2)c1OCc1ccccc1
 : 16.0	0.3%	3.3	-1.0%	1.5%	12.6%	-10.1%	-11.1%	24.7	3.6%	1.1
COc1ccc(/C=N/NC(=O)c2ccc(N(C)S(=O)(=O)c3ccccc3)cc2)c(OC)c1
 : -20.9	0.2%	7.7	-1.1%	-0.6%	-14.0%	7.0%	?	0.3	-11.0%	-32.1
C=CCN(c1ccccc1)S(=O)(=O)c1cccc(C(=O)NCC(c2ccc(OC)cc2)N2CCCCC2)c1 (configuration not stated)
 : 15.0	0.6%	-7.4	-0.2%	.	2.1%	.	1.2%	.	-8.5%	21.6
Cc1cccc(NC(=O)CSc2nnc(CN3CCOCC3)n2C)c1C
 : 4.7	-0.1%	13.3	-1.5%	-1.8%	-2.1%	-6.1%	7.9%	2.2	-0.5%	-0.3
Cc1ccc(C(=O)NCCCNC(=O)c2ccc(C)nc2)cc1
 : -0.8	-0.3%	0.0	2.7%	-1.1%	-1.3%	-9.6%	0.4%	2.7	-2.1%	13.4
Cc1ccc(C(=O)CSc2ccccn2)cc1
 : -0.8	0.0%	20.4	2.0%	2.7%	5.5%	5.1%	2.2%	5.1	-5.1%	-8.7
CCN(CC)CCCn1c2c(c(SCC(=O)Nc3nc4ccccc4s3)nc1=O)CCC2
 : 16.5	-0.8%	?	1.1%	.	1.3%	.	?	.	-3.6%	-15.1
COc1ccc(Nc2c(-c3ccco3)nc3cccc(C)n23)cc1
 : -3.5	0.1%	-9.0	-4.8%	0.0%	-27.8%	-3.2%	-19.6%	3.5	-8.5%	-7.9
CC1(C)C2CCC1(CS(=O)(=O)NC1CCCC1)C(=O)C2 (configuration not stated)
 : 8.5	0.0%	-8.0	0.4%	-0.8%	-3.2%	-4.3%	?	5.0	1.3%	1.8
CC(=O)Nc1ccc(C(=O)Nc2nc(-c3ccccn3)cs2)cc1
 : 2.7	0.1%	3.4	-5.3%	13.5%	11.8%	11.6%	8.8%	-20.6	-5.3%	-10.6
Cc1ccc(C2(C)NC(=O)N(CC(=O)N3c4ccccc4NC(=O)CC3C)C2=O)cc1 (configuration not stated)
 : 8.9	0.0%	7.0	-3.3%	.	-0.2%	.	-3.0%	.	2.1%	2.8
O=C(CNC(=O)c1ccc(Br)o1)NC1CCCCC1
 : -8.3	-1.0%	8.3	2.4%	7.1%	-17.4%	0.3%	-1.0%	1.5	0.3%	-16.4
COCCN1C(=O)/C(=C2/C(=O)N(CC(=O)Nc3ccccc3Cl)c3ccccc32)SC1=S
 : 9.0	0.2%	4.8	2.0%	4.7%	8.2%	-4.9%	-0.5%	0.8	14.9%	1.9
CS(=O)(=O)NCCNc1cc(Cl)ccc1[N+](=O)[O-]
 : 12.2	-0.1%	-12.7	0.4%	1.3%	-12.9%	-4.6%	-4.4%	0.7	0.0%	-7.6
CC(C)CN(CCNC(=O)CN1C(=O)COc2ccc(S(=O)(=O)N3CCC(C)CC3)cc21)CC(C)C
 : -9.9	0.2%	-0.9	-4.8%	-7.0%	4.5%	.	-0.4%	.	1.3%	2.2
CC(C)[C@H](NC(=O)N1CCn2c1nc1ccccc12)C(=O)N[C@@H](C(=O)O)c1ccccc1
 : -8.5	-0.3%	2.8	2.3%	.	15.1%	-4.4%	-0.2%	0.7	0.1%	1.5
Nc1cc(N)nc(SCC(=O)NNC(=O)c2ccc(Cl)cc2)n1
 : -6.7	0.5%	4.2	0.8%	0.0%	6.8%	-1.8%	6.8%	3.0	.	16.0
Cc1nnc(SCCCn2c(N3CCN(c4ccccc4)CC3)nc3c2c(=O)[nH]c(=O)n3C)s1
 : 32.3[activator]	0.2%	-4.4	-0.6%	0.6%	-7.5%	2.1%	8.8%	-1.2	-2.3%	-0.2
Oc1ccc(N=Nc2ccc3c(c2)OCCO3)c2ncccc12
 : 1.6	-0.6%	-6.9	3.1%	1.1%	-12.9%	2.9%	?	2.1	?	-3.8
COc1ccccc1NC(=O)c1c(Br)cnn1C
 : -4.2	-0.2%	.	1.8%	6.9%	-4.6%	5.7%	-9.8%	3.3	0.8%	5.9
C=CCc1cccc(/C=N/NC(=O)C(C)Nc2cccc(C)c2)c1O (configuration not stated)
 : -1.1	2.4%	6.5	0.5%	-1.5%	-4.8%	-42.8%	?	-7.3	-2.0%	4.5
COc1ccc2c(c1)c(=O)oc1cc(OC(C(=O)O)c3ccccc3)ccc12 (configuration not stated)
 : 4.3	-0.5%	2.2	-1.1%	.	8.1%	.	1.1%	8.8	-2.7%	-7.1
COc1ccccc1NC(=O)C(C)N(C)Cc1ccc(Cl)s1 (configuration not stated)
 : -8.6	0.6%	24.7	-1.5%	4.1%	-2.1%	.	?	0.9	-1.8%	2.7
COc1ccc(F)cc1CN1CCN(c2cc(C)nc3c4c(C)cc(C)nc4nn23)CC1
 : .	-0.2%	.	-7.3%	0.7%	12.7%	0.3%	14.4%	0.5	.	.
COc1cccc(/C=C/C(=O)c2ccc(NC3=NCCCS3)cc2)c1
 : -18.7	0.0%	-23.7	10.3%	-5.9%	-24.0%	-1.3%	?	-0.7	0.2%	6.6
Cc1ccc(CNS(=O)(=O)/C=C/c2ccc3c(c2)OCO3)cc1
 : 10.4	0.0%	10.1	0.3%	-2.9%	4.6%	0.0%	-2.2%	1.5	-1.8%	2.5
CC(OC(=O)c1ccc(NC(=O)CC#N)cc1)C(=O)NC(c1ccccc1)c1ccccc1 (configuration not stated)
 : -17.2	0.0%	-19.0	-2.1%	.	3.9%	.	0.1%	.	-0.4%	4.2
N#Cc1c(-n2cccc2C=O)sc2c1CCCC2
 : -0.5	0.1%	1.2	1.9%	1.1%	-2.3%	0.8%	-0.4%	5.1	0.5%	-18.0

# 2 neighbouring compounds already listed, quoted:
# Fields: Giardia kill	B2AR arrestin	KCNH2 3.1 block	USP2a inh	GALK inhibitor	Eya2 phos inh	PKM2 act	Chronic BCR inh	Coupling enz	uPA surface inh	KCNH2 WT inh
CC(OC(=O)c1ccc(NC(=O)CC#N)cc1)C(=O)NC(c1ccccc1)c1ccccc1 (configuration not stated)
 : -17.2	0.0%	-19.0	-2.1%	.	3.9%	.	0.1%	.	-0.4%	4.2
N#Cc1c(-n2cccc2C=O)sc2c1CCCC2
 : -0.5	0.1%	1.2	1.9%	1.1%	-2.3%	0.8%	-0.4%	5.1	0.5%	-18.0

# Assay outcomes from PubChem BioAssay.
